Assay outcomes: PubChem, several laboratories
Fam108B counter: Fam108B inhibition, counter-screen for RBBP9 inhibitors; inhibition, % at 9.51 µM; AID 1947; 300,000 tested, 0.33% active; recombinant Fam108B, FP-Rh probe fluorescence polarization;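 active means inhibition above the screen mean inhibition plus 3 SD, computed separately per campaign, cut at about 18% in these data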;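 further: inhibitors lower polarization as less probe binds the enzyme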
MCL1-BIM inh: MCL1-BIM-BH3 interaction inhibition (human); Q07820; GST-MCL1 / FITC-Bim-BH3 fluorescence polarization; inhibition, % at 10.9 µM; 320,000 tested, 0.68% active; AID 2057;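 active means inhibition above the mean inhibition of all tested compounds plus 3 SD, set per campaign, cut at about 40% in these data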;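 further: 0% = DMSO wells and 100% = unlabeled Bim-BH3 peptide control; higher means more loss of mP so more displacement of Bim peptide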
Target sequence (Q07820 whole entry, looked up): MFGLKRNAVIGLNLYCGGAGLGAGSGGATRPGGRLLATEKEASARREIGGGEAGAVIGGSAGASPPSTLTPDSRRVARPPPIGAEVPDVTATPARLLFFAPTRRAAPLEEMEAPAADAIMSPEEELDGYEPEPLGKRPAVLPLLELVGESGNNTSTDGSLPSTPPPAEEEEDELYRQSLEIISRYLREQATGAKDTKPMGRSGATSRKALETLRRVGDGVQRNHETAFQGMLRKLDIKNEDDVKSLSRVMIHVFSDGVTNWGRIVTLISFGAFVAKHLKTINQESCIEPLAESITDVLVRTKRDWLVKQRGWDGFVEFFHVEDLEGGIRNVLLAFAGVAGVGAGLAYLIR
BCLXL inh: inhibitors of human Bcl-xL; 320,000 tested, 0.7% active; inhibition, % at 10.9 µM; GST-Bcl-xL / FITC-Bim BH3 peptide fluorescence polarization; AID 2129;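 active means inhibition above the mean of all tested compounds plus 3 SD, cutoff set per campaign, cut at about 30% in these data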;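 further: 0% = DMSO wells and 100% = unlabeled Bim-BH3 peptide competitor; inhibitors lower millipolarization by displacing the labeled peptide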
GLD-1 TGE inh: GLD-1-TGE RNA interaction inhibition (C. elegans); Q17339; purified GLD-1 + fluorescein TGE RNA, fluorescence polarization; inhibition, % at 5.96 µM; 320,000 tested, 0.44% active; AID 2280;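 active means percent inhibition above a per-plate cutoff, the plate mean of test compounds plus 3 SD, cut at about 30% in these data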;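 further: 0% = DMSO wells with GLD-1 and probe and 100% = wells lacking GLD-1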
PME-1 primary: PME-1 (human) inhibition; Q9Y570; 320,000 tested, 0.53% active; recombinant PME-1, FP-Rh probe fluorescence polarization; inhibition, % at 5.9 µM;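 active means inhibition above the campaign mean of all compounds plus 3 SD, cut at about 26% in these data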;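 further: competitive labeling of PME-1 active site by serine hydrolase directed probe; 0% = PME-1 with DMSO and 100% = wells lacking PME-1 enzyme; inhibitors block probe labeling so polarization falls and inhibition rises; many of its hits are not listed in these tables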
Target sequence (Q9Y570 whole entry, looked up): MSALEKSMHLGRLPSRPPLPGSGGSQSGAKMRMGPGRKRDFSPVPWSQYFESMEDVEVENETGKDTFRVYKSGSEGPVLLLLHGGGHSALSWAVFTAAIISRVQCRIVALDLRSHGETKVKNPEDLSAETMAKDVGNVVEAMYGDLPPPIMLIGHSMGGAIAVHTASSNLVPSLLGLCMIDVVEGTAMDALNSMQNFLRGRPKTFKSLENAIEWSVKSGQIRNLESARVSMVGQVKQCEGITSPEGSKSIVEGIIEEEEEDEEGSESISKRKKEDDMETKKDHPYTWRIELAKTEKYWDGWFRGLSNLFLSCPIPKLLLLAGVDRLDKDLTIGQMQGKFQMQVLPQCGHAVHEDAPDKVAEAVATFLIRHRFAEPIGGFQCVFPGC
GRK2 aptamer HTS: blocks RNA aptamer binding to human GRK2 | bead flow cytometry, FAM-aptamer displacement from GRK2 | 330,000 tested, 0.59% active | inhibition of aptamer binding, % at 10 µM;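 active means inhibition of aptamer binding above 40%, roughly 3 SD of noise, on plates passing a quality check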;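 further: median bead fluorescence of bound FAM aptamer so fluorescent compounds give negative values; no value below 0 was filed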
Efflux pump mplx: antifungal efflux pump inhibition, Nile Red retention | AID 485275 | 330,000 tested, 0.44% active | S. cerevisiae Candida pump triplex | inhibition, % at 10 µM;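 active means plate passing quality check with inhibition over a set limit, or well fluorescence over plate mean plus 4 SD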;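 further: Nile Red retained in pooled yeast measured as flow cytometry median fluorescence; 0% = buffer negative control and 100% = Enniatin B positive control; higher means more Nile Red kept so more efflux inhibition; some compounds called inactive have numbers as strong as hits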
VLA-4 inh: inhibition in a human VLA-4 binding assay; AID 2557; VLA-4 expressing cells, ligand binding flow cytometry; inhibition, % (about 7 µM as worked out from the volumes in the protocol); P13612; 330,000 tested, 0.2% active; in the data active means inhibition above about 50%
MEX-5 binding: C. elegans MEX-5 TCR-2 RNA binding activity | 300,000 tested, 0.38% active | MEX-5/FITC-TCR2 RNA binding, fluorescence polarization; stronger effect = lower value | activity score (negative = inhibition of binding), % at 10 µM | Q9XUB2;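 active means inhibition past about -25% in most replicates, and total fluorescence under double the plate's negative control median, limit read from the data; inconclusive means replicates evenly split on the limit, or fluorescence at least double controls; inactive means too little inhibition in most replicates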;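 further: 0% = DMSO and -100% = 5 µM competing unlabeled TCR2 RNA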
Starred values were filed as active, the others as inactive; i = inactive; ? = inconclusive; . = no result given. A portion of the library. The share of hits here may be higher or lower than overall.

SMILES	Fam108B counter	MCL1-BIM inh	BCLXL inh	GLD-1 TGE inh	PME-1 primary	GRK2 aptamer HTS	Efflux pump mplx	VLA-4 inh	MEX-5 binding
CC1CC(NNC(=O)c2ccccc2)=Nc2ccccc2N1C (stereo not given)	-1	6	5	1	-2	0	-0.3	5	-2.9
CC(Oc1ccc(C(=O)NC2CCCCC2)cc1)C(=O)O (stereo not given)	-4	9	13	1	-1	0	-0.1	1	6.8
COc1ccc(N2CCN(C(=O)[C@H](Cc3c[nH]c4ccccc34)NC(C)=O)CC2)cc1	0	1	6	4	0	5	-0.1	-1	-2.7
CC(NC(=O)c1ccc2c(c1)OCO2)c1cccc(C(F)(F)F)c1 (stereo not given)	.	0	1	7	3	0	0.0	7	.
Cc1cc(-c2csc(N)n2)c(C)n1C	-3	42*	41*	15	-12	30	-0.1	-7	-47*
Cc1ccc(CN2CCN(CC(=O)NC(C)CCc3ccccc3)C2=O)cc1 (stereo not given)	5	1	0	4	1	2	0.1	33	3.5
Cc1ccc(S(=O)(=O)Nc2c(C)nc3nc[nH]n3c2=O)c(C)c1	0	11	6	5	0	1	-0.2	14	0.2
COC(=O)c1ccc(CSc2cc(C)c3cccc(C)c3n2)o1	-7	-16	-7	2	-9	0	0.2	-1	0.3
O=C(CSCc1n[nH]c(=O)[nH]1)NCCOc1cccc(Oc2ccccc2)c1	0	3	3	0	2	1	0.0	21	0.3
Cc1nn(CC(=O)N2CCC(C(N)=O)CC2)c(=O)c2nn(-c3ccccc3)c(C)c12	4	0	2	2	10	3	-0.1	9	2.9
O=C(O)c1ccc2c(c1)C(=O)N(c1ccc(Nc3ccccc3)cc1)C2=O	.	.	.	.	.	0	0.0	10	-1.7
CC(C)Cc1nnc(NC(=O)CC(=O)Nc2ccccc2C(=O)O)s1	2	2	8	10	7	2	-0.2	8	1.5
O=C(NC(Cc1ccccc1)C(=O)O)/C(=C\c1ccco1)NC(=O)c1ccccc1Br (stereo not given)	0	18	15	12	-4	3	-0.2	-7	-6.7
CC1(c2ccccc2)NC(=O)N(CC(=O)Nc2ccccc2N2CCCCC2)C1=O (stereo not given)	0	-9	-2	3	-7	1	-0.2	-6	0.4
Cc1noc(C)c1S(=O)(=O)N(CC(=O)NC1CCC(C)CC1)c1ccc(C(C)C)cc1 (stereo not given)	3	-9	3	0	-6	1	-0.1	2	0.9
CCOC(=O)c1cc(-c2ccccc2)sc1NC(=O)CSc1nnnn1C	-10	-6	-6	-5	-2	0	-0.1	8	.
Cn1c(N)c(C(=O)COC(=O)c2ccc(C(F)(F)F)cc2)c(=O)n(C)c1=O	.	.	.	4	.	3	-0.1	-5	.
COc1ccc(C(=O)NCCC(=O)NCc2cc(=O)n(C)c(=O)n2C)cc1	1	4	3	6	-4	1	0.0	i	-2.3
CCC(=O)NN1CCc2cc3ccc(C)cc3nc21	2	4	2	2	7	0	0.1	6	2.0
CN(C(=O)c1cccc(Cl)c1)C1CCCN(Cc2ccccc2F)C1 (stereo not given)	1	5	5	4	0	3	-0.1	0	1.2
CC(=O)NC(CC(=O)OC(C)C(=O)Nc1ccc(Cl)cn1)c1ccccc1 (stereo not given)	3	-3	2	1	-5	0	0.0	-12	-2.3
O=C1c2ccccc2C(O)N1Cc1ccccc1Cl (stereo not given)	-4	4	2	-5	-11	2	-0.1	-19	-0.8
CS(=O)(=O)N1CCCC(c2nc(-c3ccc(S(=O)(=O)NCc4ccccc4)cc3)no2)C1 (stereo not given)	6	-1	-5	3	4	1	-0.1	-4	-1.4
Cc1cnc(=O)[nH]c1SCc1cccc([N+](=O)[O-])c1	5	-4	6	-9	3	0	0.1	12	-0.2
Cc1ccc(Cn2c(Sc3ncccn3)nc3c2c(=O)[nH]c(=O)n3C)cc1	3	1	2	-2	-1	1	0.2	-30	-2.6
SMILES	Fam108B counter	MCL1-BIM inh	BCLXL inh	GLD-1 TGE inh	PME-1 primary	GRK2 aptamer HTS	Efflux pump mplx	VLA-4 inh	MEX-5 binding
O=C(/C=C/c1ccc([N+](=O)[O-])cc1)NCc1cccs1	-6	-8	0	-1	0	0	0.1	1	3.2
Cc1ccc(S(=O)(=O)Cn2nnnc2C(CC(C)C)N2CCN(C)CC2)cc1 (stereo not given)	0	2	8	-1	-1	0	-0.1	-1	2.4
COc1ccccc1N1CCN(CCC(=O)Nc2ccc(F)cc2)CC1	-1	-4	2	2	-1	0	-0.1	8	1.4
CCN(CC)c1ccc(/C=C(/C#N)C(=O)NC(C)C)o1	0	-285	-156	-240	2	0	0.1	1	?
COc1cccc(NC(=S)N2c3ccccc3CC2C)c1 (stereo not given)	1	9	6	-6	-2	27	0.2	-12	1.0
Cc1cccc2cc(CN(Cc3cccs3)S(=O)(=O)c3ccc4c(c3)OCCO4)c(=O)[nH]c12	5	3	-3	1	1	0	-0.5	0	0.6
O=C(/C=C/c1ccc2c(c1)OCO2)c1ccco1	3	0	5	3	-5	7	-0.1	-11	-2.9
CC(=O)Nc1ccc(C(=O)N2CCCC2)cc1	5	0	0	-4	-6	14	0.0	23	2.6
Cc1cc(C)n2nc(SC(C)C(=O)Nc3ccc(Cl)cn3)nc2n1 (stereo not given)	1	4	2	-5	12	0	-0.1	2	1.5
CC(NC(c1ccccc1)c1ccccc1)C(=O)N1CCCc2ccccc21 (stereo not given)	-3	5	7	3	0	3	0.1	3	0.1
Cc1ccc(OCC(=O)OCC(=O)NC2CC2)cc1C	.	5	-2	6	2	2	-0.2	-4	.
COc1ccc(CNC(=O)CCCC(=O)n2nc(C)c3ccccc32)cc1	-6	4	7	3	1	0	0.2	23	-1.3
CC(=O)Nc1ccc(S(=O)(=O)N2CCC(C(=O)NCCc3ccc(Cl)cc3)CC2)cc1	.	.	.	.	.	0	-0.1	12	0.1
Cc1cccc(N2C(=O)C(Oc3ccc(Cl)cc3Cl)C2C=O)c1C (stereo not given)	-6	-7	-2	-10	6	0	0.0	-62	.
Nc1nc(CN2CCN(c3ccccc3F)CC2)nc(N2CCCc3ccccc32)n1	0	-5	3	2	6	4	0.0	-10	3.1
CC(C)(C)c1ccc(C(O)CCCN2CCC(C(O)(c3ccccc3)c3ccccc3)CC2)cc1 (stereo not given)	2	10	8	8	-2	0	0.0	17	-1.4
O=C(O)c1cccc(NC(=O)c2cc(S(=O)(=O)N3CCOCC3)cs2)c1	1	6	2	4	1	1	-0.2	14	0.8
CCCCn1c(N)c(N(CCOC)C(=O)C2CC(=O)N(Cc3ccc(C)cc3)C2)c(=O)[nH]c1=O (stereo not given)	5	-4	-5	6	-3	0	-0.2	6	-0.5
Cc1cc(C(=O)NC(C)Cc2ccccc2)cc(C)c1[N+](=O)[O-] (stereo not given)	-3	8	1	1	-4	0	-0.3	0	-3.7
CCOC(=O)c1sc(NC(=S)NC(=O)c2cccc(OC)c2)nc1C	-2	5	6	-3	-6	5	0.1	15	-1.7
